Screening data: PubChem BioAssay, National Center for Advancing Translational Sciences (NCATS)
RGS4 inh: inhibitors of human regulator of G protein signaling 4; P49798; Transcreener GDP fluorescence polarization, RGS4-accelerated GTP hydrolysis; Potency, µM (series often up to 114 µM), for the others: top-dose activity change, negative = inhibition, actives largely listed as inhibitors; 390,000 compounds, 0.039% hits; further: potency means the concentration at half of the fitted maximal effect; on the % scale 0 is the no-effect control and ±100 the full control effect; nearly all actives have a fitted effect of over 75% in size; some results filed as inactive show a strong effect at the top dose
Target sequence (P49798 whole entry, looked up): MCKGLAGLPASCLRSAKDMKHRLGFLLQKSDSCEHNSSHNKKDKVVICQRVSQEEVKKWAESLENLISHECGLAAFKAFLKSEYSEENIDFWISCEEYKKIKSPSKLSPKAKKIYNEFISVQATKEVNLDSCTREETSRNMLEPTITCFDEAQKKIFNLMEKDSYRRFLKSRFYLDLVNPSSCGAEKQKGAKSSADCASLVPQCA
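MLSMR compounds (23 nl, pin-transferred) preincubated 10 min at room temperature with a 500nM (2x) first reagent, then RGS4 at 900nM (2x) plus Transcreener GDP mix added; fluorescence polarization (620/688 nm) read before and after 90 min at 30 °C.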
G9a block: inhibitors of human histone lysine methyltransferase G9a. 350,000 compounds, 8.8% hits. Potency, µM (top dose mostly 102 µM), without a hit: at the highest dose activity, negative = inhibition, actives largely listed as inhibitors. G9a H3K9 monomethylation, AlphaScreen, 2 h. AID 504332; further: potency means the concentration at half of the fitted maximal effect; on the % scale 0 is the no-effect control and ±100 the full control effect; nearly all actives have a fitted effect of over 75% in size
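Signal arises when biotinylated H3K9 peptide, once monomethylated, bridges streptavidin donor and antibody-captured acceptor beads. Enzyme at 20 nM was preincubated 15 min with test compounds; peptide 500 nM and SAM 20 uM then reacted for 2 h.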
ALOX12 inh: inhibitors of human 12S-lipoxygenase ALOX12. P18054. purified 12hLO, xylenol orange hydroperoxide absorbance. 580,000 compounds, 1.1% hits. Potency, µM (highest dose often 108 µM), inactives show at the highest dose activity change, negative = inhibition, actives largely listed as inhibitors. AID 1671190; further: potency means the concentration at half of the fitted maximal effect; on the % scale 0 is the no-effect control and ±100 the full control effect
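Hydroperoxide product was detected by ferrous iron/xylenol orange as the 573 to 405 nm absorbance ratio. Arachidonic acid at 40 uM (final) was turned over for 30 min at room temperature by 150 nM human 12hLO, pH 7.0 Hepes buffer, after 15 min compound preincubation.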
HP1b binding inh: blocks HP1-beta chromodomain binding to methylated histone tails; P83916; AlphaScreen HP1-beta / biotin-H3K9me3 peptide binding; Potency, µM (titrated, usually from 114 µM), for the others: at the highest dose activity change, negative = inhibition, actives largely listed as inhibitors; 390,000 compounds, 0.56% hits; further: potency means the concentration at half of the fitted maximal effect; nearly all actives have a fitted effect of over 70% in size; inactives centre near 23
Target sequence (P83916 whole entry, looked up): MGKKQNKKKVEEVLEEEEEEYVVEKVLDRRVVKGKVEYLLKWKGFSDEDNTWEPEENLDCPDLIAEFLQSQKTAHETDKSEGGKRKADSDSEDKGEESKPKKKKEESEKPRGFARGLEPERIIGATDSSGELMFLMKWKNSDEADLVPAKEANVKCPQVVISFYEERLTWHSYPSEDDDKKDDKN
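HP1-beta protein (50 nM final) preincubated 30 min at room temperature with biotinylated H3(1-18)K9me3 peptide (50 nM) in PBS pH 7.4, 0.01% Tween-20, then compound added for 30 min. AlphaScreen streptavidin donor/nickel chelate acceptor beads (10 ug/mL final), 30 min dark, luminescence read.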
PI4K2A inh: PI4K2A (human) kinase inhibition; purified PI4K2A, ADP-Glo luminescence, 1 h; active compounds read low; activity change, negative = inhibition, % at 76.9 µM; 420,000 compounds, 0.13% hits; in the data active means activity change below about -50%; inconclusive means mostly about -30% to -49%;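 further: -100% = wells without enzyme as full effect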
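PI4K2A activity was measured by ADP-Glo luminescence: enzyme (4 ug/mL stock) and phosphatidylinositol (1.2 mM stock) in Tris pH 7.5/MgCl2/EGTA/Triton X-100 buffer were reacted with ATP (300 microM stock) for one hour at ambient temperature.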
ERG Ets-DNA blk: ERG Ets/DNA interaction inhibition. P11308. Potency, µM (doses to about 76.9 µM), for inactives: top-dose FP activity, negative = inhibition, hits mostly inhibitors. fluorescence polarization, His-ERG Ets domain / labelled DNA. 370,000 compounds, 0.028% hits; active means well fitted inhibition curve with a large enough effect in the polarisation, with a control signal flat; inconclusive means small, poorly fitted or top-dose-only effect, or effect the other way, or a change in a side signal; inactive means no such curve, though single readings can be large or run the other way; the % refers to the polarisation;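 further: polarization taken with two DNA probes labelled with fluorescein and Texas red; potency means the concentration at half of the fitted maximal effect; % of control where 0% means no effect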
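His-tagged ERG Ets domain (1 uM in the protein solution; 300mM KCl, 50mM Tris-HCl, 1mM EDTA, 1mM DTT, pH 7.5) received compound, then a probe mix of 5 nM fluorescein-DNA and 100nM Texas-615-DNA. Fluorescence polarization was read for both dyes.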
JMJD2A Tudor inh: inhibitors of human JMJD2A Tudor domain. O75164. 390,000 compounds, 4.4% hits. Potency, µM (highest dose often 114 µM), for inactives: at the highest dose activity change, negative = inhibition, actives largely listed as inhibitors. AID 504339. AlphaScreen JMJD2A-Tudor / H3K4me3 peptide binding; further: potency means the concentration at half of the fitted maximal effect; on the % scale 0 is the no-effect control and ±100 the full control effect; nearly all actives have a fitted effect of over 50% in size
BAZ2B inh: blocks human BAZ2B. Potency, µM (titrated, usually from 114 µM), for the others: at the top dose activity change, negative = inhibition, usual class: inhibitors. Q9UIF8. AID 504333. 360,000 compounds, 4.4% hits. AlphaScreen BAZ2B-H3K14Ac peptide displacement; further: potency means the concentration at half of the fitted maximal effect; on the % scale 0 is the no-effect control and ±100 the full control effect; nearly all actives have a fitted effect of over 60% in size
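AlphaScreen luminescence quantifies BAZ2B engagement of H3K14Ac peptide; the protein and biotinylated peptide are both at 50 nM final, buffer PBS pH 7.4 with 0.01% Tween-20, all steps at room temperature.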
GLS inh: glutaminase GLS (human) inhibition. Potency, µM (highest dose often 45.5 µM), for inactives: at the top dose activity change, negative = inhibition, actives largely listed as inhibitors. GLS enzymatic activity, qHTS titration. 410,000 compounds, 0.21% hits; further: potency means the concentration at half of the fitted maximal effect; on the % scale 0 is the no-effect control and ±100 the full control effect
Target sequence (O94925 whole entry, looked up): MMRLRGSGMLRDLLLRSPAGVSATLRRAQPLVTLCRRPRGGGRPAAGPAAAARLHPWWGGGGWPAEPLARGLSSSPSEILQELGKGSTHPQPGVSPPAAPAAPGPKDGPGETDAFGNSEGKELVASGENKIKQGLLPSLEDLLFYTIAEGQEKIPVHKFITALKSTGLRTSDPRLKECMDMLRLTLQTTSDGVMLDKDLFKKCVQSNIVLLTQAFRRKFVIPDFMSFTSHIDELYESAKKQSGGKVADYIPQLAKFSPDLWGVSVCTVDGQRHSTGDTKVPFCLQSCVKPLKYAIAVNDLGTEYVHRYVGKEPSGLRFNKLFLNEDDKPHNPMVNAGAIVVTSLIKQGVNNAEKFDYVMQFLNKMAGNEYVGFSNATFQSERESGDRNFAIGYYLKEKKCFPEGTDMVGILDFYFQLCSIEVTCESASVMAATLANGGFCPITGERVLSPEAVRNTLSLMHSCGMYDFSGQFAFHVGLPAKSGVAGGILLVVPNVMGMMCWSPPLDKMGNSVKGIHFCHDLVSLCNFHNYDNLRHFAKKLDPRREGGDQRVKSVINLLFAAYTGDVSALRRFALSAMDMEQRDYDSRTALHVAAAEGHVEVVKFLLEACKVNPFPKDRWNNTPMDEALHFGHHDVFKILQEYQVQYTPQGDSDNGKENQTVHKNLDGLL
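hKGA in 45 mM KH2PO4 (pH 8.2), 0.02% Tween-20 with compound, then 1mM L-Glutamine (stock as added) plus glutamate oxidase/HRP/Amplex red coupling mix. Fluorescence read initially and after 30 min at RT; signal change reflects glutamate formation.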
* hit, by the source's call; ? = inconclusive; . = not tested or not shown; & = joins results of further samples; [ ] = remark or other dose. Unless noted, the call rests on the fitted dose curve; in most records, active means well fitted curve in the direction sought with a large enough effect; inconclusive means small, poorly fitted or top-dose-only effect, or another doubt; inactive means no such curve, though single readings can be large; an effect the other way counts as inactive or inconclusive.

SMILES	RGS4 inh	G9a block	ALOX12 inh	HP1b binding inh	PI4K2A inh	ERG Ets-DNA blk	JMJD2A Tudor inh	BAZ2B inh	GLS inh
O=C(c1ccc([N+](=O)[O-])cc1)N(C1=NCCCCS1)c1ccccc1	-6%	3%[59 µM]	43%[activator]	19%	2	0%	-1%	-5%	-2%
Cc1ccc(OCCC(=O)Nc2ccc(F)c(Cl)c2)cc1	23%	37%[59 µM]	-29%	64%[activator]	1	2%	11%	6%	5%
CCOC(=O)Cc1csc(N/C(=N/S(=O)(=O)c2cc(Br)ccc2OCC)c2ccccc2)n1	28%	-14%	6%	6%	-10	-2%	-29%	3%	1%
O=C(CCc1nnc(CCc2c[nH]c3ccccc23)o1)NC1CCC1	-38%[11.4 µM]	.	-1%	-12%	6	-11%	-12%[11.4 µM]	-13%	-20%
N#Cc1cccc(NC(=O)Cn2cnc(S(=O)(=O)N3CCOCC3)c2)c1	-69%[56.9 µM]	?	.	-12%	0	-6%	?	-28%	-11%
CCCCn1c(Nc2ccccc2)nc2ccccc21	21%	4%	-11%	8%	1	7%	-8%	4%	17%
Cc1cc(O)ccc1N=Cc1c(C(F)(F)F)[nH][nH]c1=O	?	.	-28%	?	-3	6.3µM*	?	-15%	53%[activator]
O=C(Cc1cccc(NC(=O)C2CCN(C(=O)C3CC3)CC2)c1)Nc1cccc(C(=O)N2CCOCC2)c1	-22%	.	-3%	51%[activator]	2	-2%	3%	.	-10%
CSc1ccccc1C(=O)NCCOc1cccc(C)c1	4%	45µM*	0%	71%[activator]	-1	11%	-3%	-15%	3%
COc1cc2c(cc1OC)C(C(=O)NCCN1CCOCC1)C1c3ccccc3CCN1C2=O (stereo not drawn)	19%	23%[0.501 µM]	-48%	28%	-8	-12%	-9%	7%	-18%
CCOC(=O)N1CCC(c2nc3ccccc3[nH]2)CC1	1%[11.4 µM]	9%	5%	44%[activator]	-4	5%	-15%[11.4 µM]	5%	-24%
C=CCC1(CC=C)CCCN1C(=O)C1CCC(=O)N(CCc2ccc(OC)cc2)C1 (stereo not drawn)	4%	.	1%	49%[activator]	-1	-3%	13%	-3%	4%
FC(F)(F)c1cnc(-c2cnc(-c3cccnc3)nc2)c(Cl)c1	?	-2%	-3%	-8%	-2	-5%	?	-1%	-3%
O=C(Nc1ccc(F)cc1)c1ccc(Cn2nc(N3CCN(c4ccccc4)CC3)ccc2=O)o1	-5%	-48%[59 µM]	?	-11%	-6	3%	?	-39%	3%
CCC1(C)Cc2c(sc3c2c(=O)n(C)c2nnc(SCc4ccccc4)n32)CO1 (stereo not drawn)	18%	-12%[59 µM]	4%	8%	0	8%	-10%	-1%	-1%
Cn1c(/C(C#N)=C(\O)c2ccc(Cl)s2)nc2ccccc21	9%	50%[59 µM]	6%	51%[activator]	-1	-9%	14%	-32%	-2%
Cc1ccccc1OCC(=O)Nc1cc(-c2cccc(Br)c2)nn1-c1ccccc1	-11%	-3%[59 µM]	-2%	30%[57 µM]	-6	-10%	-4%	0%	3%
O=C(NC1CC2CCC1C2)c1ccco1 (stereo not drawn)	19%	15%	-21%	?	-4	-8%	-4%	3%	15%
COc1cccc(-c2nc(SCc3cc(=O)c4ccc(C)c(C)c4[nH]3)n[nH]2)c1	-9%	4%[59 µM]	-5%	26%[57 µM]	-8	-4%	0%	5%	-4%
O=C1CCC(C(=O)OC(C(=O)c2c[nH]c3ccccc23)c2ccccc2)=NN1 (stereo not drawn)	15%[11.4 µM]	23%[59 µM]	-29%	30%	3	-8%	-21%	-34%	0%

Some entries already given, reduced to G9a block.
SMILES	G9a block
Cc1ccc(OCCC(=O)Nc2ccc(F)c(Cl)c2)cc1	37%[59 µM]
CCOC(=O)Cc1csc(N/C(=N/S(=O)(=O)c2cc(Br)ccc2OCC)c2ccccc2)n1	-14%

Remaining list, next part
SMILES	RGS4 inh	G9a block	ALOX12 inh	HP1b binding inh	PI4K2A inh	ERG Ets-DNA blk	JMJD2A Tudor inh	BAZ2B inh	GLS inh
CCOC(=O)n1c(=O)oc2ccccc21	-10%	11%[59 µM]	10%	30%[activator]	11	11%	7%	3%	-7%
O=C1CCCc2cc(S(=O)(=O)NCC3CCC(C(=O)Nc4ccc(Cl)cc4)CC3)ccc2N1 (stereo not drawn)	2%	-16%[59 µM]	-30%	23%	-2	-6%	-7%	-1%	8%
Cc1cc(=O)n2c3ccccc3n(CC(O)CN3CCC(C)CC3)c2c1C#N (stereo not drawn)	25%	-6%[59 µM]	-11%&-9%	26%	2	2%	-13%	9%	3%
COc1ccccc1N1CCN(C(c2cccs2)C(C)NC(=O)C(=O)N2CCOCC2)CC1 (stereo not drawn)	30%[56.9 µM]	-4%	-8%	22%	2	-13%	-28%	-19%	-2%
C[C@H](CO)N1C[C@H](C)[C@@H](CN(C)Cc2ccc(Oc3ccccc3)cc2)Oc2c(NC(=O)c3ccncc3)cccc2C1=O	-20%	.	-2%	19%	-3	7%	-34%	.	24%
CCOC(=O)C1=C(C)OC(N)=C(C#N)C1c1cc(Cl)c(OCC(N)=O)c(OC)c1 (stereo not drawn)	-6%	-3%[59 µM]	-11%	37%	0	2%	-9%	1%	5%
Cc1cc(N2CCc3ccccc32)n2ncnc2n1	-15%	.	-28%	24%	5	0%	3%	.	-1%
N#Cc1ccccc1NC(=O)C(=O)NCCc1csc(-c2ccc(F)cc2)n1	11%	16%[12.7 µM]	-10%	21%[57 µM]	-3	0%	-12%	14%	0%
O=[N+]([O-])c1ccccc1CS(=O)(=O)c1ccccc1	7%	-18%[12.7 µM]	8%	10%	-6	8%	-11%	1%	2%
O=C(/C=C/c1cccs1)NC(=S)Nc1ccc(S(=O)(=O)Nc2ccccc2C(F)(F)F)cc1	18%	.	68%[activator]	29%	-1	4%	-23%	14%	10%
CN(C)c1ccc(CN(C(=O)c2ccc(Cl)c([N+](=O)[O-])c2)C2CCS(=O)(=O)C2)cc1 (stereo not drawn)	-15%	-9%[59 µM]	0%	-19%	0	-2%	-33%	?	-12%
N#Cc1cccc2c1-c1ccccc1/C2=N/NC(N)=O	-2%	7%	.	12%	5	-5%	-28%	-24%	0%
O=C(c1cccc(Cl)c1)N1CCCC(C(=O)N2CCCCCC2)C1 (stereo not drawn)	-10%	9%[2.33 µM]	0%	14%	3	15%	9%	17%	.
CCc1nnc(NC(=O)CSc2nc3cc(OC)ccc3cc2C)s1	20%	18%[59 µM]	10%	13%	1	-3%	-11%	-5%	10%
CCc1nnc(NS(=O)(=O)c2ccccc2)s1	2%	11%[0.501 µM]	-3%	35%	4	1%	-18%	-19%	15%
O=C(COC(=O)CC(c1ccccc1)c1ccccc1)NCc1ccccc1	-3%	4%[59 µM]	-11%	46%[activator]	2	11%	19%	-2%	2%
CCc1nnc(NS(=O)(=O)c2ccc(N/C=C/C(=O)c3ccc(C)cc3)cc2)s1	-24%	40µM*	?	34%	-4	10%	?	50µM*	-9%
CCCc1cnc(N2CCN(C(=O)c3ccccc3)CC2)nc1	-7%	13%[12.7 µM]	23%	24%	-3	5%	11%	-3%	-2%
Cc1cccnc1CCNC(=O)CC1C(=O)NCCN1CC1CCCCC1 (stereo not drawn)	23%	40µM*	0%	12%	0	4%	-19%	-25%	0%
COc1ccc(C)cc1NC(=O)CNc1ccc(C(C)=O)cc1	-9%	18%[59 µM]	-23%	15%	7	-3%	-8%	-31%	12%
O=C(c1cccs1)N(c1ccc(F)cc1)C1C=CS(=O)(=O)C1 (stereo not drawn)	-4%	-1%	-7%	22%	-3	11%	-8%	-14%	3%
NS(=O)(=O)c1ccc(NC(=O)COC(=O)c2cc3ccccc3oc2=O)cc1	-3%	.	11%	20%	5	-1%	-16%	-2%	-1%
CC/C(=C/c1ccccc1)c1cccc2[nH]c3c(OC)cccc3c12	-20%	.	-12%	31%	-1	-1%	-17%	?	1%
O=C(CSc1nnc2ccc(-c3ccc(F)cc3)nn12)N1CCCC1	-2%[11.4 µM]	8%	-15%	2%	-1	7%	0%[11.4 µM]	0%	-3%
CC(=O)Nc1ccc(Nc2nc(C(F)(F)F)nc3c2nnn3Cc2ccccc2Cl)cc1	0%	.	11%	34%	5	8%	-9%	-7%	-7%
O=C(CCCC(=O)N1CCN(c2ccccc2F)CC1)c1ccccc1	13%	.	10%[57.4 µM]	52%[activator]	-5	-8%	0%	14%	15%
CC(=O)Nc1ccc(Nc2nc(C)nc3c2nnn3Cc2ccccc2Cl)cc1	10%[56.9 µM]	11%[59 µM]	6%	31%	3	7%	-5%	4%	-20%
Cc1cc(NC(=O)CCC(=O)N(CC(=O)NC2CCCC2)Cc2cccs2)no1	-28%	?	-16%	26%	-3	-9%	-1%	-15%	-8%
CCOc1ccc(-c2cc3nc(C4CCN(C(=O)OC(C)(C)C)CC4)c(C(=O)Nc4ccc(C)c(F)c4)cn3n2)cc1	-2%	11%[59 µM]	7%	45%[activator]	-8	-7%	-4%	-10%	4%
CC(C)(C)OC(=O)N[C@@H](Cc1ccccc1)c1nnc(SCC(=O)O)o1	0%	?	-18%	18%	1	0%	-26%	-31%	0%
CCCc1cc(=O)oc2cc(OCC(=O)NCCCn3ccnc3)c(Cl)cc12	3%	-9%	1%&-27%	34%	0	-1%	-23%	?	-1%

This is a subset; count on the stated rates, not on these rows.
